Assay outcomes from PubChem BioAssay.
Autophagy HCS = autophagy modulation, high-content screen; AID 463193; calls only at 10 µM (by protocol); actives 0.98% (n = 190,000); MEF GFP-LC3 puncta imaging; test concentration mostly 10 µM;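 active = percentage of spot-positive cells more than 3 SD above its plate mean, without a fluorescence outlier flag or 80% toxicity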;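 also: spot-positive cell cutoff set from DMSO-treated cells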
MT stabilizer = microtubule stabilizers in HeLa cells; % tubulin-high responders, % at 10 µM; HeLa tubulin immunostaining HCS, 24 h; share of cells brighter than vehicle mean+2SD; actives 0.83% (n = 200,000);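 active = plate Z-score above 3 for both tubulin-high and condensed-nucleus cell shares, with cell loss under 80%, at 10 µM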;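 also: anti alpha tubulin signal scored within the nucleus-defined area of each cell; some results filed as inactive read as strong as hits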
Dynein transport = dynein cargo transport inhibition. 3617.4 mouse cells, GR-EGFP nuclear translocation imaging; test concentration mostly 20 µM; stimulated with dexamethasone, 1 µM; hits give low values. z-score, hits read low. actives 0.47% (n = 220,000). AID 1381;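 active = plate z-score of nuclear minus cytoplasmic receptor signal below a set negative limit, without overly bright fluorescence or cell loss, cut at about -3.5 in these data, passing the limit was not always enough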;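 also: z-score of nuclear minus cytoplasmic ring GR-EGFP intensity difference per well; some compounds called inactive have numbers as strong as hits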
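Buffer or medium: Induction medium lacking tetracycline, stripped serum | Also added: Dexamethasone agonist, 1.0 µM final, for 30 min | Timing: 48 h induction, 1 h compound, 30 min dex at 37 °C | Detection: Formaldehyde fixation, Hoechst nuclear stain, 10x automated fluorescence imaging | Measure: Nuclear versus cytoplasmic GR-EGFP signal, averaged per well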
Yfh1-off respiration = enhancers of respiration in Yfh1-depleted yeast, dose response, Friedreich's ataxia, plus single-dose screen (AID 1465) | S. cerevisiae Yfh1-off respiration, WST-1 reduction, 72 h; higher fold induction means a stronger effect | fold induction at 50 µM, or EC50 in µM where a hit was titrated | actives 0.074% (n = 220,000);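 active = fold induction of absorbance versus untreated yeast above a set limit, then at least 30% activation at any dose in follow-up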;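 also: activators that raise dye reduction in frataxin-depleted yeast; strong numbers were not always called active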
WT yeast gro inh = growth inhibition of WT yeast, mitochondrial fusion screen; mitochondrial fusion phenotypic screen, WT strain; inhibition, % at 10 µM; actives 2.1% (n = 190,000); AID 1362; in the data active = inhibition above about 58%; tested in S. cerevisiae
human PMI inhibitors = human PMI inhibitors, high substrate, primary screen, biochemical, fluorescence intensity, high mannose 6-phosphate (AID 1220) | recombinant PMI enzyme, coupled fluorescence intensity; higher % means a stronger effect | one-dose inhibition, % at 20 µM; IC50 in µM for titrated hits | actives 0.66% (n = 190,000)
Insulin prom up = MIN6 insulin promoter up-regulation | z-score at 5 µM | AID 1625 | MIN6 insulin promoter-GFP reporter, high-content imaging; hits give high values | actives 0.3% (n = 190,000);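 active = z-score above 3 at 5 µM with at least 500 cells counted in the well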
human PMI inhibition = inhibitors of human PMI, primary screen, biochemical, fluorescence intensity, coupled assay (AID 1209); inhibition, % at 20 µM, or IC50 in µM where a hit was titrated; purified PMI enzyme, coupled fluorescence intensity; higher % means a stronger effect; actives 0.42% (n = 190,000);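 also: plate controls were DMSO vehicle for no effect and wells lacking substrate for full effect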
bCat nuc transl = modulators of beta-catenin nuclear translocation | HeLa beta-catenin nuclear translocation, immunofluorescence imaging | nuclear translocation activity, % at 5 µM | actives 0.3% (n = 190,000);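 active = nuclear translocation activity above 50% at 5 µM, with a well cell count of 50 or more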;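 also: per-cell ratio of nuclear to cytoplasmic median beta-catenin stain intensity; plate controls were DMSO negative control for no effect and GSK-3 inhibitor IX positive control for full effect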
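Read-out: Nuclear/cytoplasmic beta-catenin signal ratio, % activation | Assay system: Human HeLa cell line | Times: 24 h compound exposure at 37°C, 5% CO2 | Signal: Fluorescence imaging of beta-catenin antibody stain plus DAPI | Dosing: 5 µM primary, 0.02–20 µM confirmation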
WT yeast gro inh mutant strain = also measured in WT yeast gro inh; calls as there; inhibition, %; mitochondrial fusion phenotypic screen, mutant strain inhibition
Dynein transport cytoplasmic EGFP = recorded beside Dynein transport, whose call it bears; z-score; measured here: cytoplasmic GR-EGFP intensity; hits give high values
Dynein transport nuclear GR-EGFP = further read-out of Dynein transport, marked with its call; z-score; measured here: nuclear GR-EGFP intensity;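 lower value marks the stronger effect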
Dynein transport cell count = also measured in Dynein transport; calls as there; z-score; measured here: cell count per field
Insulin prom up cell count = second read-out of Insulin prom up, no call of its own (marks repeat the call); cell count; measured here: cytotoxicity, nuclei count;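 total cells summed across four imaged fields per well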
bCat nuc transl cell count 5 µM = recorded beside bCat nuc transl, whose call it bears; cell count; measured here: cell count, cytotoxicity flag
MT stabilizer Hoechst-high % = also measured in MT stabilizer; calls as there; % Hoechst-high responders; measured here: nuclear condensation Hoechst responders;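 share of cells brighter than vehicle mean plus two SD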
MT stabilizer cytotoxicity % = second read-out of MT stabilizer, no call of its own (marks repeat the call); toxicity, %; measured here: cytotoxicity by cell density;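 0% = mean cell density of plate MIN control wells and 100% = no cells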
Autophagy HCS cell loss 18 h = further read-out of Autophagy HCS, marked with its call; toxicity, %; measured here: cell loss, nuclei count;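 cell loss after 18 h compound exposure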
* = called active by the depositor; i = inactive; / = not tested or not shown; + = active, no number. Rule as the data show it, unless noted: active = inhibition above about 50%; inactive = the rest.

SMILES	Autophagy HCS	Autophagy HCS cell loss 18 h	MT stabilizer	MT stabilizer Hoechst-high %	MT stabilizer cytotoxicity %	Dynein transport	Dynein transport cytoplasmic EGFP	Dynein transport nuclear GR-EGFP	Dynein transport cell count	Yfh1-off respiration	WT yeast gro inh	WT yeast gro inh mutant strain	human PMI inhibitors	Insulin prom up	Insulin prom up cell count	human PMI inhibition	bCat nuc transl	bCat nuc transl cell count 5 µM
CCOC(=O)C1CCCN(C(=O)c2sc3nc(C)nc(N4CCOCC4)c3c2C)C1 (stereo unspecified)	i	-13	1.9	2.5	12	1.1	-0.2	0.68	-0.6	i	-13	-107	-5%	0.45	1348	2%	-2.6	774
CCCCC(=O)Nc1cc(-c2nc3ncccc3o2)ccc1C	i	0	3.5	2.5	6.5	0.39	-0.32	0.68	-0.3	i	-14	12	-2%	0.85	1605	-4%	-1.5	1077
O=C1c2ccccc2C(=O)c2[nH]cnc21	/	/	/	/	/	0.45	-0.21	0.011	-0.45	i	/	/	/	-1.1	1331	/	-3.9	1239
c1ccc(C2=Nn3c(nnc3-c3cccs3)SC2)cc1	/	/	/	/	/	0.31	-0.17	0.59	-0.28	i	/	/	/	0.02	1034	/	0.0	1238
Cc1ccc(-n2nnnc2-c2cnc3ccc(Cl)cc3c2-c2ccccc2)cc1	i	-29	22	17	27	0.027	-0.23	0.2	0.27	i	15	-15	8%	/	/	12%	/	/
Cc1cccc(C(C)(C)C)c1OCCN1CCCC1	i	-18	1.7	2.6	4.8	-0.24	-0.3	-0.32	-0.22	i	-3	-8	-1%	1.1	1360	-7%	-1.4	556
Cc1ccccc1CS(=O)(=O)CCC(=O)O	i	13	3.3	1.2	1.6	0.61	-0.31	0.22	-0.035	i	6	9	-17%	-0.11	1145	-23%	-0.1	1093
CCOCCCNc1c2c(nc3cc(-c4ccc(F)cc4)nn13)CCC2	i	-1	3.7	3.1	7.8	-1.3	0.0092	-0.025	0.07	i	9	22	-12%	-2.4	1203	-11%	-2.0	1165
Cc1cc(C(=O)CSc2nnc(-c3ccc(F)cc3)o2)c(C)n1CC1CCCO1 (stereo unspecified)	i	2	3.3	1.8	0.0	-1.4	-0.22	-0.55	0.84	i	-1	-19	10%	-0.62	1001	-2%	-0.6	1353
CC(C)COC(=S)Nc1ccccc1	i	43	3.0	1.8	1.5	2.3	0.0025	1.1	-1.5	i	5	18	3%	-0.5	936	4%	/	/
CCOC(=O)Nc1ccc(S(=O)(=O)Nc2nc(C)cc(C)n2)cc1	i	0	1.4	1.8	9.1	-0.21	0.15	0.36	0.026	i	-1	-6	-8%	-0.16	913	-4%	0.9	1217
C/C=C/C=C\C(=O)Nc1cccc(C2=NOC3(C2)C[C@@H](C(N)=O)N(C(=O)/C(C)=C/C)C3)c1 (stereo partly specified)	/	/	/	/	/	-0.15	-0.67	-0.079	-0.37	i	/	/	/	-0.18	996	/	0.0	1102
CC(C)NC(=O)COC(=O)CNC(=O)c1cc(Cl)cc([N+](=O)[O-])c1	i	8	3.3	3.0	10	-1.1	-0.27	-0.63	0.52	i	-15	10	3%	1.2	1480	14%	0.0	1061
CCN1C(=O)c2ccc(C(=O)NCc3ccccc3)cc2C1=O	i	-15	2.4	1.9	3.2	-0.34	-0.19	-0.64	1.1	i	12	22	0%	1.1	1169	2%	-0.4	1032
CC1(C)OC(C)(C)/C(=C/Nc2ccc(O)cc2)C1=O	i	-1	2.5	2.7	5.7	-0.34	-0.25	-0.047	0.071	i	-4	-2	52%*	0.08	1304	16%	-3.2	546
CC(=O)c1cc(C#N)c(N2CCOCC2)nc1C	i	10	8.8	2.5	3.2	-0.31	-0.29	0.13	0.29	i	-16	-2	-1%	0.67	1545	0%	-7.2	1103
CCCCN(CCCC)S(=O)(=O)c1ccc2oc(C(=O)N3CCOCC3)c(C)c2c1	i	-23	4.8	3.1	11	0.52	-0.3	0.43	-0.23	i	7	-19	14%	0.48	903	13%	/	/
O=C(CCCn1c(=O)c2sccc2n(CC(=O)OCc2ccccc2)c1=O)NCc1ccco1	i	1	1.8	1.7	6.0	-0.19	-0.14	0.004	-0.53	i	-9	-4	-6%	0.27	1525	-2%	-2.4	937
CC(C)C(=O)Nc1ccc(Sc2ccc(F)cc2)cc1	i	-1	2.0	1.5	0.3	-0.55	-0.0041	-0.53	0.64	i	32	-27	6%	-0.01	1617	19%	0.6	1313
Cc1cc(C)cc(S(=O)(=O)c2cnc3ccccc3n2)c1	i	26	3.7	2.3	6.5	0.25	-0.32	0.16	0.31	i	-9	-17	-4%	1.5	1278	-13%	0.2	1058
Cc1ccc(NC(=O)Cn2nnc(-c3ccccc3NC(=O)c3cccs3)n2)cc1	+	42*	21*	29*	59*	0.3	-0.22	0.34	0.52	i	10	10	1%	0.1	637	9%	58*	574*
CCC1CCCCN1C(=O)CN1C(=O)CSC1=O (stereo unspecified)	i	2	1.5	3.0	9.1	-0.31	-0.065	-0.22	0.32	i	30	17	13%	2	804	12%	0.0	1112
COc1cccc(N(C(=O)Cn2nnc(-c3ccc(Cl)cc3)n2)C(C(=O)NCC2CCCO2)c2ccc(C)cc2)c1 (stereo unspecified)	i	2	2.4	1.2	0.3	3.3	-0.075	1.6	-0.99	i	12	3	3%	-0.28	1549	4%	-0.2	1080
CC(=O)N1C(C(=O)O)CSC1c1ccc(C)cc1 (stereo unspecified)	i	6	1.8	3.5	5.6	0.47	-0.2	0.4	-0.26	i	0	-3	17%	0.67	983	-3%	/	/
CC1C=CCC2C(=O)N(c3cccc(C(=O)N4CCN(c5ccc(F)cc5)CC4)c3)C(=O)C12 (stereo unspecified)	i	17	3.5	1.6	5.4	-1.1	-0.22	-0.46	0.75	/	16	9	-5%	/	/	-14%	-1.4	1132
CN1CCN(C(=O)CCn2nc(-c3ccccc3)c3ccccc3c2=O)CC1	i	-4	3.8	2.8	4.8	1.2	0.093	1.6	-2.8	i	29	11	6%	-0.45	1281	41%	1.2	1161
Cc1nn(-c2ccc(F)cc2)c2c1cc(C#N)c1nc3ccccc3n12	i	-1	3.2	1.7	6.2	0.082	0.25	0.32	0.63	i	12	3	3%	-0.66	1305	10%	/	/
Nc1nnc(C(F)(F)F)s1	i	12	2.5	1.9	7.5	-0.22	0.0098	-0.37	0.47	i	-8	-11	-10%	0.69	1281	-7%	4.4	1045
O=C1Nc2cc(Cl)ccc2C1(N1CCNCC1)C(F)(F)F (stereo unspecified)	i	11	4.3	2.2	7.1	-0.15	-0.19	0.023	0.08	i	9	-10	5%	-1.4	1047	3%	-2.5	1434
O=c1[nH]cc([N+](=O)[O-])cc1Br	+	-22*	4.3	2.3	7.2	0.32	-0.25	0.29	-0.091	i	8	-5	7%	0.38	1383	5%	0.4	1058
Cc1ccccc1C(=O)Oc1cccc(Nc2ncnc3ccccc23)c1	i	25	3.2	3.4	3.1	-0.67	-0.097	0.068	1.2	i	/	/	/	/	/	/	/	/
CCOC(=O)C1(Cc2cccc(F)c2)CCN(C(=O)Cc2cccnc2)CC1	i	1	3.2	2.0	3.8	-0.11	-0.25	0.11	0.11	i	5	11	1%	0.36	1327	1%	-0.9	1124
COc1cc(/C=C/C(=O)OCC(=O)NCCc2ccccc2)cc(OC)c1OC	i	7	3.3	2.0	8.3	0.68	-0.34	0.6	0.15	i	14	3	9%	-0.15	1224	6%	3.2	1044
Cc1cc2c(c(=O)n1CCN(C)C)C(c1ccccc1Br)C(C#N)=C(N)O2 (stereo unspecified)	i	-4	4.9	4.9	9.7	-0.39	-0.23	-0.17	0.24	i	-3	-1	2%	0.53	921	3%	-3.7	1218
CC(=Nc1cc(C(=O)c2ccccc2)ccc1N)C1=C(O)CC(C)(C)CC1=O	i	0	1.3	1.8	3.2	-0.19	-0.35	-0.081	0.39	i	2	-1	22%	-0.17	1217	1%	0.2	1073
Cc1ccc(NC(=O)CCCCCNS(=O)(=O)c2ccc(C)cc2)cc1	i	5	4.7	2.3	6.8	0.62	-0.25	0.46	-0.92	i	-8	10	4%	0.04	1384	-2%	/	/
Cc1nc2ccccc2c2oc(C(=O)N3CCC(N4CCCCC4)CC3)cc12	i	-10	2.2	4.9	8.4	-1.9	-0.31	-0.57	6.2	i	8	2	5%	-0.04	1600	2%	1.3	1093
O=C(COc1ccc(-c2ccccc2)cc1)N1CCN(C(=O)c2cccs2)CC1	i	4	4.7	3.9	3.8	-0.56	-0.28	-0.38	0.058	i	18	-10	/	-0.47	1475	/	-0.6	1563

Quoted at random: 3 records from the list, in no set order.
SMILES	Autophagy HCS	Autophagy HCS cell loss 18 h	MT stabilizer	MT stabilizer Hoechst-high %	MT stabilizer cytotoxicity %	Dynein transport	Dynein transport cytoplasmic EGFP	Dynein transport nuclear GR-EGFP	Dynein transport cell count	Yfh1-off respiration	WT yeast gro inh	WT yeast gro inh mutant strain	human PMI inhibitors	Insulin prom up	Insulin prom up cell count	human PMI inhibition	bCat nuc transl	bCat nuc transl cell count 5 µM
CN1CCN(C(=O)CCn2nc(-c3ccccc3)c3ccccc3c2=O)CC1	i	-4	3.8	2.8	4.8	1.2	0.093	1.6	-2.8	i	29	11	6%	-0.45	1281	41%	1.2	1161
Cc1cc(C(=O)CSc2nnc(-c3ccc(F)cc3)o2)c(C)n1CC1CCCO1 (stereo unspecified)	i	2	3.3	1.8	0.0	-1.4	-0.22	-0.55	0.84	i	-1	-19	10%	-0.62	1001	-2%	-0.6	1353
O=C1c2ccccc2C(=O)c2[nH]cnc21	/	/	/	/	/	0.45	-0.21	0.011	-0.45	i	/	/	/	-1.1	1331	/	-3.9	1239
